TROY NFkB inh – inhibitors of TROY-dependent NF-kB signaling | Q293 LMP1-TROYcd NF-kB luciferase reporter, 4 h | inhibition, % at 10 µM | actives 0.98% (n = 360,000) | AID 1347056;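 active means compounds whose plate-normalised and pattern-corrected inhibition of the luciferase reporter signal at the single screening dose is 50% or more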
TWEAK-Fn14 inh – blocks TWEAK-Fn14 interaction in a reporter cell assay. TWEAK-stimulated Fn14 reporter cells, luciferase luminescence, 8 h. inhibition, % at 10 µM. actives 2% (n = 360,000). AID 1159606; in the data active means inhibition above about 50%
NCOA2 inhibitor – human SRC2 (NCOA2) inhibition | actives 0.17% (n = 370,000) | HEK293 GAL4-SRC2 luciferase reporter, luminescence | Q15596 | inhibition, % at 9 µM;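 active means inhibition above the mean inhibition of all tested compounds plus 3 SD, set per campaign, cut at about 52% in these data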;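 further: 0% = DMSO treated cells and 100% = cells given Gossypol at 36 µM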
C8 TRAIL sens – sensitizes caspase-8 expressing cells to TRAIL | actives 1% (n = 360,000) | inhibition (viability loss, TRAIL sensitization), % at 10 µM | AID 624354 | NB7+C8 cells + TRAIL, ATPlite viability luminescence;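 active means compounds causing at least 50% loss of cell viability in the single-dose screen, relative to plate controls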
NR2F2 inh – inhibitors of human COUP-TFII (NR2F2). P24468. HEK293T NGFI-A luciferase reporter, luminescence. inhibition, % at 8.6 µM. actives 0.7% (n = 370,000);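 active means inhibition above a per-plate cutoff, mean inhibition of test wells between control levels plus 3 SD, cut at about 38% in these data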;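 further: cells cotransfected with COUP-TFII expression vector driving the NGFI-A reporter; 0% = median of COUP-TF2 test wells and 100% = reporter-only cells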
LMP1 NFkB inh – Epstein-Barr LMP1 NF-kappaB reporter inhibition; LMP1-induced NF-kappaB luciferase reporter cells, luminescence; inhibition, % at 12.5 µM; actives 0.69% (n = 350,000); AID 504558; in the data active means inhibition above about 41%;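 further: 0% = neutral control wells and 100% = reference inhibitor control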
NCOA3 inh – human NCOA3 inhibition | inhibition, % at 3.6 µM | Q9Y6Q9 | AID 588352 | actives 0.17% (n = 360,000) | HEK293 GAL4-SRC3 luciferase reporter, luminescence;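 active means inhibition above a per-campaign cutoff, the mean of all compounds plus 3 SD, cut at about 60% in these data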;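 further: 0% = DMSO-treated cells and 100% = gossypol-treated cells at 36 µM; higher means less SRC3-driven luciferase light from the GAL4 reporter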
NR5A2 inv ag – suppresses constitutive activity of human LRH-1; actives 0.13% (n = 360,000); AID 602396; HEK293T StAR-luciferase reporter, LRH-1 transfected, 24 h; inhibition, % at 3.6 µM;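 active means inhibition above the mean inhibition of all tested compounds plus 3 SD, cut at about 73% in these data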;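 further: 0% = DMSO wells and 100% = reporter-only cells lacking LRH-1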
KKLEB cytotox – reduces viability of KKLEB cystic fibrosis airway cells | activity change (cytotoxicity), % at 5 µM | actives 0.36% (n = 360,000) | KKLEB CF airway cells viability, ATPlite luminescence, overnight; hits give low values; cells stimulated with P. aeruginosa culture filtrate;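 active means corrected activity change at or below -50% at 5 µM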
CF NFkB inh – inhibitors of cystic fibrosis induced NF-kB; inhibition, % at 5 µM; AID 588850; actives 0.86% (n = 360,000); KKLEB NF-kB-GFP reporter, PAF-induced, GFP fluorescence overnight;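 active means at least 50% inhibition at 5 µM, scaled per plate between neutral and stimulator controls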;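 further: PAF is a Pseudomonas aeruginosa culture filtrate used as stimulus; plate controls were PAF-stimulated DMSO wells for no effect and unstimulated DMSO wells for full effect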
NCOA1 inh – human NCOA1 inhibition. HEK293 GAL4-SRC1 luciferase reporter, luminescence. inhibition, % at 3.6 µM. Q15788. actives 0.12% (n = 360,000). AID 588354;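 active means inhibition above the campaign mean plus 3 SD, with each screening campaign given its own cutoff, cut at about 60% in these data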;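 further: 0% = DMSO treated cells and 100% = gossypol at 36 µM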
Target sequence (Q15788 whole entry, looked up, the tested form may be a part): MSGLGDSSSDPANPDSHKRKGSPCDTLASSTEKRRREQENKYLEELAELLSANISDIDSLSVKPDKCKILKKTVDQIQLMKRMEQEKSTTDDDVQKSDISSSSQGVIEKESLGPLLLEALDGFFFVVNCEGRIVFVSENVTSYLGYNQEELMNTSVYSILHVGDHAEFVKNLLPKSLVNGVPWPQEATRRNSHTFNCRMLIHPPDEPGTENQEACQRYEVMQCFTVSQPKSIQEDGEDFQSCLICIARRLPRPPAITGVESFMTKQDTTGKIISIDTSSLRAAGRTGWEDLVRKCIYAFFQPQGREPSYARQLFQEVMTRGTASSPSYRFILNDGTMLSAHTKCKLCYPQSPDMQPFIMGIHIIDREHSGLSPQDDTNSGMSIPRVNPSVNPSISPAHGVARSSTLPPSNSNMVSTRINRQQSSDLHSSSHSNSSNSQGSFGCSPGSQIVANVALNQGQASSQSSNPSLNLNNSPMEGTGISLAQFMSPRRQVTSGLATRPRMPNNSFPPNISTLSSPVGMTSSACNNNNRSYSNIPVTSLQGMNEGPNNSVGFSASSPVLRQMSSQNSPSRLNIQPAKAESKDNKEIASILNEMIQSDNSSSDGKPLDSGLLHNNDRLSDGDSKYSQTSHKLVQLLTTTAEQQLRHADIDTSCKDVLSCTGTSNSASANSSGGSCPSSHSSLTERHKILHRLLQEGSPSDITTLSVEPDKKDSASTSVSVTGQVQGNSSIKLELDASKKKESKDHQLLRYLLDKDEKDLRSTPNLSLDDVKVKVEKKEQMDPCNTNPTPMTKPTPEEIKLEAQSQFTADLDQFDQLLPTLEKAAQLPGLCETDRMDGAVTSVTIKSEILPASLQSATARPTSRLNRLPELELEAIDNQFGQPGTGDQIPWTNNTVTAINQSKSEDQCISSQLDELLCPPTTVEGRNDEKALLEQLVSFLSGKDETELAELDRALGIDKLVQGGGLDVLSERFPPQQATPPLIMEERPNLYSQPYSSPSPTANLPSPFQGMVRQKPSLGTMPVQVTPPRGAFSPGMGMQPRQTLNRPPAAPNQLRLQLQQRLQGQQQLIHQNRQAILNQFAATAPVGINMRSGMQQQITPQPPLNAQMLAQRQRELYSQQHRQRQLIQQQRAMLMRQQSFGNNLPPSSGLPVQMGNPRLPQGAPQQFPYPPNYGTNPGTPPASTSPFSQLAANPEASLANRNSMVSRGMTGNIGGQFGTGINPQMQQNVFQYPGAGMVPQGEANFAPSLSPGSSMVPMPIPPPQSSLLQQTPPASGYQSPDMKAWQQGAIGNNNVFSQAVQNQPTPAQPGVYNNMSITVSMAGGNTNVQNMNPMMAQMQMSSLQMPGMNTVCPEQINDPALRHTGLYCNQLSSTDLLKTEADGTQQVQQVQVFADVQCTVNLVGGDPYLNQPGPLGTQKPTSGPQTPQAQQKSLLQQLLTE
* hit, by the source's call; / = no result given.

SMILES	TROY NFkB inh	TWEAK-Fn14 inh	NCOA2 inhibitor	C8 TRAIL sens	NR2F2 inh	LMP1 NFkB inh	NCOA3 inh	NR5A2 inv ag	KKLEB cytotox	CF NFkB inh	NCOA1 inh
COC(=O)c1ccccc1NC(=O)NCCc1ccccc1OC	-34	-7	-45	2	-6	2	-19	-25	5	-24	-21
COC(=O)c1cc(CN2CCN(c3ccccc3)CC2)ccc1O	-1	14	15	-9	22	7	-7	7	-2	-6	-8
CCCCN1C(=O)c2ccc(C(=O)Nc3ccccc3N3CCOCC3)cc2C1=O	-8	1	10	4	24	-1	6	-15	9	3	5
c1ccc(CN2CCC3(CC2)Nc2ccccc2S3)cc1	36	0	22	6	-4	-4	8	12	-3	-1	1
COc1ccc(Cc2nnc(NC(=O)CSc3ccccc3)s2)cc1OC	13	18	16	-9	-10	-1	8	3	3	15	-8
Cc1csc(Nc2ccc(Cl)cc2)n1	-68	-6	-45	-7	-29	-18	-28	-51	6	3	-55
N=c1c(C(=O)NC2CCCCC2)cc2c(=O)n3ccccc3nc2n1Cc1cccnc1	-6	-3	-4	9	5	4	-5	23	-3	-3	19
COc1ccc(C(=O)NC2CCN(C(=S)Nc3ccc(C)cc3)CC2)cc1	-7	6	-11	-10	4	4	17	4	4	4	4
CCOc1ccc(S(=O)(=O)NCCC(=O)NCCOc2ccccc2OC)cc1	-6	1	15	-8	6	5	4	-15	16	-23	-3
CCOC(=O)C1CCN(c2c(Nc3ccc4c(c3)OCCO4)c(=O)c2=O)CC1	63*	81*	19	7	2	6	19	16	-10	3	16
C=CCOC(=O)C1=C[C@@H](c2ccc3c(c2)OCO3)C[C@@H](OCCCCO)O1	-33	-37	-24	-13	0	-11	-14	-28	8	-2	-7
CN1CCN(C(=O)C2=C[C@H](C3CCCCC3)C[C@H](OCc3ccc(CO)cc3)O2)CC1	-2	1	-15	-3	3	-2	-18	-10	7	-10	2
O=c1cc(CN2CCOCC2)c2ccc(O)c(O)c2o1	-1	-8	-19	11	2	0	-15	-8	2	-1	15
COc1ccc(NC(C)=O)c([N+](=O)[O-])c1[N+](=O)[O-]	4	18	5	1	-2	12	-4	3	0	0	3
CCCSc1nnc(CSc2nc3nc(C)cc(C)n3n2)o1	12	-21	2	-3	-15	-2	1	6	9	-4	-9

Arranged by number of heavy atoms (smallest number first): 3 of the compounds above
SMILES	TROY NFkB inh	TWEAK-Fn14 inh	NCOA2 inhibitor	C8 TRAIL sens	NR2F2 inh	LMP1 NFkB inh	NCOA3 inh	NR5A2 inv ag	KKLEB cytotox	CF NFkB inh	NCOA1 inh
COc1ccc(C(=O)NC2CCN(C(=S)Nc3ccc(C)cc3)CC2)cc1	-7	6	-11	-10	4	4	17	4	4	4	4
CCOc1ccc(S(=O)(=O)NCCC(=O)NCCOc2ccccc2OC)cc1	-6	1	15	-8	6	5	4	-15	16	-23	-3
CCCCN1C(=O)c2ccc(C(=O)Nc3ccccc3N3CCOCC3)cc2C1=O	-8	1	10	4	24	-1	6	-15	9	3	5

Part of the list above in order of molar mass, smallest number first:
SMILES	TROY NFkB inh	TWEAK-Fn14 inh	NCOA2 inhibitor	C8 TRAIL sens	NR2F2 inh	LMP1 NFkB inh	NCOA3 inh	NR5A2 inv ag	KKLEB cytotox	CF NFkB inh	NCOA1 inh
Cc1csc(Nc2ccc(Cl)cc2)n1	-68	-6	-45	-7	-29	-18	-28	-51	6	3	-55
c1ccc(CN2CCC3(CC2)Nc2ccccc2S3)cc1	36	0	22	6	-4	-4	8	12	-3	-1	1
COC(=O)c1cc(CN2CCN(c3ccccc3)CC2)ccc1O	-1	14	15	-9	22	7	-7	7	-2	-6	-8
COC(=O)c1ccccc1NC(=O)NCCc1ccccc1OC	-34	-7	-45	2	-6	2	-19	-25	5	-24	-21
CCCSc1nnc(CSc2nc3nc(C)cc(C)n3n2)o1	12	-21	2	-3	-15	-2	1	6	9	-4	-9
C=CCOC(=O)C1=C[C@@H](c2ccc3c(c2)OCO3)C[C@@H](OCCCCO)O1	-33	-37	-24	-13	0	-11	-14	-28	8	-2	-7
COc1ccc(C(=O)NC2CCN(C(=S)Nc3ccc(C)cc3)CC2)cc1	-7	6	-11	-10	4	4	17	4	4	4	4
CCOC(=O)C1CCN(c2c(Nc3ccc4c(c3)OCCO4)c(=O)c2=O)CC1	63*	81*	19	7	2	6	19	16	-10	3	16
COc1ccc(Cc2nnc(NC(=O)CSc3ccccc3)s2)cc1OC	13	18	16	-9	-10	-1	8	3	3	15	-8
CCCCN1C(=O)c2ccc(C(=O)Nc3ccccc3N3CCOCC3)cc2C1=O	-8	1	10	4	24	-1	6	-15	9	3	5
CCOc1ccc(S(=O)(=O)NCCC(=O)NCCOc2ccccc2OC)cc1	-6	1	15	-8	6	5	4	-15	16	-23	-3
N=c1c(C(=O)NC2CCCCC2)cc2c(=O)n3ccccc3nc2n1Cc1cccnc1	-6	-3	-4	9	5	4	-5	23	-3	-3	19

Following part
SMILES	TROY NFkB inh	TWEAK-Fn14 inh	NCOA2 inhibitor	C8 TRAIL sens	NR2F2 inh	LMP1 NFkB inh	NCOA3 inh	NR5A2 inv ag	KKLEB cytotox	CF NFkB inh	NCOA1 inh
CCOc1ccc(C(=O)COC(=O)CNC(=O)C2CCCCC2)cc1	13	9	2	1	5	5	19	-8	10	-9	-12
CC(NCc1ccc(OCc2ccc(Cl)cc2)cc1)C(O)c1ccccc1 (stereo not drawn)	0	-46	-29	32	-13	-34	-25	-22	-18	32	-42
Cc1ccc(NC(=O)COC(=O)CCC(=O)c2cccs2)cc1S(=O)(=O)N1CCOCC1	-3	-6	-19	0	-11	-9	11	-6	6	-20	-6
CCc1ccc(N2CC(C(=O)OCC(=O)Nc3ccc(C#N)cc3)CC2=O)cc1 (stereo not drawn)	-13	-14	-13	4	12	1	2	1	-4	10	-6
N#CCCn1ncc2ccccc21	-1	8	-24	-31	12	0	18	12	6	-11	-6
O=C(COc1cccnc1[N+](=O)[O-])Nc1cccc(S(=O)(=O)N2CCOCC2)c1	0	-8	-23	-3	27	8	-1	6	5	5	4
Cc1ccccc1CNC(=O)C(=O)NCC1OCCCN1S(=O)(=O)c1ccc(F)cc1C (stereo not drawn)	9	-1	-13	4	-12	3	-4	-2	0	-18	4
O=C(CSc1nnc(-c2ccc(F)cc2)o1)N1CCCCC1	-47	9	-22	-3	-38	-6	-107	-52	4	-7	-54
Cc1ccc2cc(C)c(Sc3nnnn3-c3ccccc3)nc2c1	8	46	17	-3	0	32	15	9	-4	10	12
Cc1ccc(S(=O)(=O)N2CCCCC2CCNC(=O)C(=O)NCc2cccnc2)cc1 (stereo not drawn)	11	5	-5	17	8	-17	-22	-13	4	6	-3
O=C(Cc1ccc(Cl)cc1)Nc1ccc(SC(F)F)cc1	10	-7	-14	12	-19	-11	-33	-62	0	-1	-24
Cn1cnnc1SCC(=O)NC(=O)NC1CCCC1	-2	22	-5	-12	-10	1	0	-11	0	-3	-25
Cc1ccccc1NC(=S)NCC(c1cccnc1)N1CCOCC1 (stereo not drawn)	2	4	-6	-1	10	9	-6	-5	2	2	11
S=c1[nH]nc(Nc2ccccc2)s1	-20	-10	-35	-11	10	-11	-7	-18	6	-8	-44
O=C(NC(=S)N1CCCCC1)C12CC3CC(CC(C3)C1)C2	0	47	12	3	5	6	-6	-17	-1	-16	9
COc1ccc(S(=O)(=O)N(CC(=O)NC2CC3CCC2C3)c2ccccc2OC)cc1 (stereo not drawn)	1	9	2	-3	9	4	-8	-3	-1	21	-1
O=C(Cc1ccc([N+](=O)[O-])cc1)NCc1ccncc1	-17	-6	8	-2	10	5	2	4	-4	-3	-3
C=C(C)C(=O)Nc1cccc(C2=NOC3(C2)C[C@@H](C(N)=O)N(C(=O)c2cc([N+](=O)[O-])cc([N+](=O)[O-])c2C)C3)c1 (stereo partly drawn)	3	-20	0	-1	-3	3	-3	-1	6	-14	-14
O=c1c(-c2ccc3c(c2)OCCO3)c(C(F)(F)F)oc2cc(O)cc(O)c12	22	12	-21	-17	12	-5	0	12	7	27	11
C/C(=N/Nc1nc(-c2ccccc2F)nc2ccccc12)c1ccccc1O	-1	9	-41	15	-1	7	17	31	-7	-19	14
CC(C)(C)OC(=O)C[C@@H]1C/C=C\C[C@@H](CC(=O)NCCO)C(=O)N[C@H](Cc2ccccc2)COC1=O	0	3	-2	-6	4	4	0	-11	-12	19	-3
COc1ccc(C2c3c(nc[nH]c3=O)Oc3nc[nH]c(=O)c32)cc1	3	-7	/	2	/	-4	2	8	6	-7	19
CC(C)CN1CCN(Cc2cc(F)ccc2-n2cccn2)CC1CCO (stereo not drawn)	-2	-2	15	32	-1	8	4	19	17	-19	9
CCCCN(CCCNC(=O)CN1C(=O)COc2ccc(S(=O)(=O)N3CCC(C)CC3)cc21)Cc1ccccc1	-11	22	-4	31	-9	-1	9	-4	-6	-10	6
COc1cccc(-c2cccc(NC(=O)C3CCN(Cc4cnn(C)c4)CC3)c2)c1	4	-9	-21	-6	4	-1	3	-4	-23	7	4
CC1CCCCC12NC(=O)N(CC(=O)NCCc1ccccn1)C2=O (stereo not drawn)	2	7	-14	8	-9	-4	2	-13	-4	3	-1
CCOC(=O)c1c(C)[nH]c(C(=O)COC(=O)c2ccco2)c1C	-71	-20	-13	12	-18	0	-4	8	-22	12	-24
CCC(=O)N1CCc2cc(S(=O)(=O)CCC(=O)NCc3ccc(OC)cc3)ccc21	-8	-2	-7	-21	8	4	0	11	6	3	4
Cc1ccccc1C1C(C#N)=C(N)N(N(C)C)C2=C1C(=O)CC(C)(C)C2 (stereo not drawn)	3	15	3	-9	-18	9	1	-13	-6	5	10
COc1cc(CNC(=O)c2ccccc2NC(=O)C2=C(C)OCCS2)cc(OC)c1OC	-8	1	9	-2	9	7	1	0	-8	4	7
COC(=O)[C@@]1(C(C)C)N=C(c2cc(OC)c(OC)c(OC)c2)[C@]2(O1)C(=O)Nc1ccccc12	16	8	-10	-8	-6	/	/	-6	/	/	/
C/C(=N\NC(=O)c1ccc(N(C)C)cc1)c1ccc(C)c(C)c1	-11	-12	1	9	-33	-8	-8	-32	2	4	-18
c1ccc(Nc2nc(N3CCCC3)nc(N3CCOCC3)n2)cc1	-11	-54	-24	-2	-17	2	9	18	-6	-3	17
Cc1cc(C)n(C(C)CC(=O)Nc2ccc(-c3ccno3)cc2)n1 (stereo not drawn)	-14	15	9	-28	-12	-2	23	-1	-17	16	-6
CC(NC(=O)c1ccccc1Br)c1nnc(SCC(=O)NC2=NCCS2)n1C (stereo not drawn)	-6	15	4	-9	4	-10	-13	16	5	-30	-12
N#C/C(=C\c1cccc(Oc2ccc(C(F)(F)F)cc2[N+](=O)[O-])c1)c1nc2ccccc2[nH]1	24	0	-29	-1	-8	-9	-88	-37	1	-1	-42
COc1cc(/C=C/C(=O)OCC(=O)Nc2ccc3c(c2)OCCO3)ccc1O	16	1	1	3	2	-2	11	-10	-12	16	-22
